VLA-4 inh = inhibition in human VLA-4 binding assay, primary screen, VLA-4 allosteric modulator project, MLPCN library, flow cytometry, VLA-4 expressing cells; inhibition, % (about 7 µM as worked out from the volumes in the protocol); ligand binding flow cytometry; 330,000 compounds, 0.2% hits; Integrin alpha-4 (Homo sapiens), P13612; AID 2557, 2010; in the data active means inhibition above about 50%
HCV core dimer = inhibitors of HCV core protein dimerization, primary screen, biochemical, TR-FRET, high-throughput; TR-FRET GST/Flag-core106 dimerization, 1536-well; inhibition, % at 5 µM; 300,000 compounds, 0.33% hits; AID 1899, 2009;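 active means inhibition above the mean of all tested compounds plus 3 SD, set per screening campaign, cut at about 45% in these data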
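test system = GST/Flag-tagged HCV core106 proteins | probe or stimulus = Eu donor and XL665 acceptor anti-tag antibodies | times = compound-protein-antibody incubation 4 h at 22.5 °C | signal = TR-FRET, excitation 340 nm, emission 617 and 671 nm | measure = percent inhibition of core106 dimerization signal | controls = wells lacking GST-core106 and wells with excess unlabelled core106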
proCasp7 act = procaspase-7 activators, primary screen, counter-screen for procaspase-3 activator project, biochemical, absorbance, HTS, human. Caspase-7 (Homo sapiens), P55210. 330,000 compounds, 0.093% hits. recombinant procaspase-7, Ac-DEVD-pNA absorbance 405 nm; D23A/D198A/D206A triple mutant, cannot self-cleave; scale: DMSO 0, 5 µM enzyme 100. activation, % at 8.5 µM;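 active means percent activation above the screen-wide mean plus 3 SD, cut at about 25% in these data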
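Test system: Procaspase-7 triple mutant (PC-7 D3A). Also added: Ac-DEVD-pNA substrate, 400 µM as added. Schedule: 1 h enzyme–compound preincubation and 2 h substrate reaction, both 25 °C. Signal: p-Nitroaniline absorbance at 405 nm, read at 0 and 120 min. Control set: low DMSO alone, high DMSO plus 5 µM PC-7.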
procasp3 activ = activators of human procaspase-3 D3A mutant, primary screen, biochemical, absorbance, PC-3 D3A mutant, single concentration | Caspase-3 (Homo sapiens), P42574 | recombinant procaspase-3 D3A, Ac-DEVD-pNA absorbance 405 nm | activation, % at 8.5 µM | 330,000 compounds, 0.11% hits | AID 463141, 2010;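 active means activation above the mean of all tested compounds plus 3 SD, cut at about 21% in these data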;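 further: 0% = DMSO alone and 100% = DMSO wells spiked with extra 5 µM PC-3 D3A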
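Assay system – Procaspase-3 D3A mutant · Benchmarks – DMSO low control, extra-enzyme high control · Technique – 405 nm absorbance of p-nitroaniline, reads at 0 and 120 min · Doses – 8.5 µM nominal · Measure – % activation between DMSO and enzyme-spiked controls · Also added – Ac-DEVD-pNA chromogenic peptide substrate · Schedule – 1 h compound preincubation, 2 h substrate hydrolysis at 25 °C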
GRK2 aptamer HTS = compounds blocking aptamer binding on GRK2 – biochemical, human GRK2, bead flow cytometry, HTS, primary screen; inhibition of aptamer binding, % at 10 µM; 330,000 compounds, 0.59% hits; FAM-aptamer displacement from GRK2; Beta-adrenergic receptor kinase 1 (Homo sapiens), P25098;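 active means inhibition of aptamer binding above 40%, roughly 3 SD of noise, on plates passing a quality check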;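 further: median bead fluorescence of bound FAM aptamer so fluorescent compounds give negative values; no value below 0 was filed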
CTSL1 counter = Fasciola hepatica cathepsin L1 inhibitors, primary screen, counter-screen for PFM18AAP inhibitor project, biochemical, QFRET, fluorogenic peptide substrate. recombinant F. hepatica cathepsin L1, Z-Leu-Arg-MCA fluorescence. inhibition, % at 5.96 µM. 300,000 compounds, 0.49% hits;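 active means inhibition above the mean of all tested compounds plus 3 SD, set per screening campaign, cut at about 17% in these data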;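 further: 0% = plate median of test compound wells and 100% = 1 µM Z-Phe-Ala-diazomethylketone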
PP1 inh = PP1-alpha phosphatase inhibitors, primary screen, counter-screen for PP5 inhibitor project, biochemical, fluorescence, OMFP substrate, single point | Serine/threonine-protein phosphatase PP1-alpha catalytic subunit (Homo sapiens), P62136 | purified PP1alpha | inhibition, % at 6.7 µM | 320,000 compounds, 0.9% hits | AID 2235, 2010;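 active means inhibition above the mean inhibition of all tested compounds plus 3 SD, computed separately for each screening campaign, cut at about 15% in these data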
JMJD2C inh = inhibitors of GASC-1 histone demethylase, primary screen, biochemical, fluorescence, DELFIA europium. GST-JMJD2C(1-420) H3K9me3 demethylation. inhibition, % at 2.35 µM. Lysine-specific demethylase 4C (Homo sapiens), Q9H3R0. 330,000 compounds, 0.069% hits. AID 2099, 2009;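 active means more than half of a compound's replicate wells show inhibition beyond 50%, single wells judged on their own value; inconclusive means some, but no more than half, of replicates pass 50% inhibition; inactive means no replicate passes 50% inhibition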;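 further: signal counts dimethyl H3K9 product captured on neutravidin plate; 0% = median of DMSO wells and 100% = 0.3 times that DMSO median; strong numbers were not always called active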
Target sequence (Q9H3R0 1-420 limits assumed): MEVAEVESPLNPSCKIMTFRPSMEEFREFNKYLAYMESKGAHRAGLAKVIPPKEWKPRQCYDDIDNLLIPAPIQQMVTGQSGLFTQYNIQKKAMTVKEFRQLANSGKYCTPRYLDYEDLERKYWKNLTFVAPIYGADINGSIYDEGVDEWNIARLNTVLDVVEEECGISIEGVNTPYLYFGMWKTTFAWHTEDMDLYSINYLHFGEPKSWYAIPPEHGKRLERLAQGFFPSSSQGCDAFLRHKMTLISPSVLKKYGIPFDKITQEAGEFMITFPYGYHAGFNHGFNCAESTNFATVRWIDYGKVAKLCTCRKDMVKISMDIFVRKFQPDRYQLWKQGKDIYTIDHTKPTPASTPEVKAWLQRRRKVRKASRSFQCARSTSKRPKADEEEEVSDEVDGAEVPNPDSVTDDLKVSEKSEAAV
PP5 inh = PP5 phosphatase inhibitors, primary screen, biochemical, fluorescence; purified PP5c, OMFP substrate fluorescence; inhibition, % at 6.7 µM; 320,000 compounds, 0.18% hits; AID 1987, 2009;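 active means inhibition above the campaign's mean inhibition across all tested compounds plus 3 SD, cut at about 9.5% in these data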;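 further: 0% = DMSO only and 100% = 100 µM cantharidin control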
Target sequence (P53041 whole entry, looked up): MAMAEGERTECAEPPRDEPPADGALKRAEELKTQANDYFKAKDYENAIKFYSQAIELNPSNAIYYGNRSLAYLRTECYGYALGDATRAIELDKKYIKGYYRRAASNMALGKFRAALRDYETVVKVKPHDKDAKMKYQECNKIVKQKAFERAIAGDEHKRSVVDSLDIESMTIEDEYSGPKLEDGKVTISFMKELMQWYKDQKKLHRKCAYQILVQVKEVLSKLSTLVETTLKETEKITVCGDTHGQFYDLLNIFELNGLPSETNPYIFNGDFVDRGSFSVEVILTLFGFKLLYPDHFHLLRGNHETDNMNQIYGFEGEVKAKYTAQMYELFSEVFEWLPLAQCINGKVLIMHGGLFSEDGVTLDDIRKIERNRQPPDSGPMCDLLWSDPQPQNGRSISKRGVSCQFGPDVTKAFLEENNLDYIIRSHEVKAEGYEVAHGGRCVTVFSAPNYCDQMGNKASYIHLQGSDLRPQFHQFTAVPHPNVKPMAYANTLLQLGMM
The depositor's hits bear a star; i = inactive; ? = inconclusive; . = no result given; & = joins results of further samples. Rows were taken by chance; 2.6% or so of the library scored in one or more.

SMILES	VLA-4 inh	HCV core dimer	proCasp7 act	procasp3 activ	GRK2 aptamer HTS	CTSL1 counter	PP1 inh	JMJD2C inh	PP5 inh
CC[C@H](C)[C@@H]1NC(=O)c2cc([N+](=O)[O-])cc(F)c2NCCCC[C@@H](C(N)=O)NC(=O)[C@H](CC(N)=O)NC1=O	-9	-4	-4	7	0	2	0	-10	0.2
Cc1ccc(Cc2cnc(N3C(=N)SC(C)C3=O)s2)cc1 (stereo not given)	8	9	4	10	1	1	2	-7	-0.2
CCN(CC)P(=O)(C(NC(=O)OC)C(F)(F)C(F)(F)C(F)(F)C(F)F)N(CC)CC (stereo not given)	15	2	2	7	5	0	-5	7	2.7
O=C(NC1CCCCC1)c1ccc2c(c1)S(=O)(=O)c1ccccc1C2=O	34	10	-5	-2	1	1	0	-2	0.8
CCOC(=O)C1CCN(c2c(N(C)Cc3ccco3)c(=O)c2=O)CC1	40	0	11	0	3	2	-2	-12	0.4
CCOCc1[nH]c(=S)[nH]c(=O)c1Cc1ccc(OCC(C)C)cc1	17	29	-7	3	29	1	-1	25	0.1
CN(C(=O)COC(=O)C1CCN(S(=O)(=O)c2cccs2)CC1)c1ccccc1	3	3	-2	5	0	4	0	13	5.2
O=C(CN1CCN(c2ccccn2)CC1)Nc1ccccc1C(=O)Nc1ccccc1	-1	2	-5	5	0	-6	1	?	0.7
Cn1c(-c2ccccc2O)cc2ccccc21	1	5	4	-3	1	2	1	-8	1.7
C#CCOCCOCCOCCNc1nc(N2CCN(C(=O)C([C@@H](C)O)n3cc([C@@H](N)CCCCN)nn3)CC2)nc(N2CCN(C(=O)[C@H](CCCCN)n3cc(CN)nn3)CC2)n1 (stereo not given in full)	-2	.	-4	4	0	.	.	-2	.
O=C(O)c1ccc(-n2[nH]c3c(c2=O)CCCC3)cc1	16	-5	-6	-8	8	1	-1	-3	0.3
COc1ccc(C(=O)COC(=O)CN2C(=O)NC(C)(C)C2=O)cc1OC	7	-4	-10	0	1	-10	0	-3	-0.3
COc1cccc2c1OC1(C)CC2/C(=C(\C)O)C(=O)N1 (stereo not given)	-5	-5	10	-4	1	-1	-5	4	-1.0
COc1ccccc1Cn1c(C)nnc1-c1cnn(C)c1N	10	-4	4	9	0	-2	-1	-24	-1.8
CCc1ccc(CCC(=O)Nc2nnc(CC)s2)o1	15	-3	-1	5	0	1	-4	5	2.9
CN1C(=S)SC2CS(=O)(=O)CC21 (stereo not given)	22	3	7	-2	2	1	-8	-4	0.7
Cn1nc(C(=O)N2CCc3ccccc32)c2ccccc2c1=O	1	8	9	-5	0	1	-1	-9	-0.4
CN(C)N1C(N)=C(C#N)C(c2ccc3c(c2)OCO3)C2=C1CCCC2=O (stereo not given)	i	4	2	-4	1	-5	-2	5	0.1
CC(C)(C)CC(=O)Nc1ccccc1N1CCN(c2ccc(F)cc2)CC1	1	13	15	1	1	1	2	1	0.3
CCn1c(CNC(=O)Cc2ccc(OC)cc2)nnc1SCC(=O)Nc1ccc(C(=O)O)cc1	5	-6	12	3	3	-2	-2	1	0.7
CCCCN(Cc1ccccc1)S(=O)(=O)c1c(N)n(C)c(=O)n(C)c1=O	6	8	4	-2	0	1	1	1	-0.5
COc1ccccc1NC(=O)NCCCl	18	1	1	2	60*	-2	-2	-3	0.7
CC(=O)c1cccc(NC(=O)CSc2nc(=O)n(CCN3CCOCC3)c3c2CCCC3)c1	9	-3	-3	8	2	-5	-5	-1	0.6
CSc1ncccc1C(=O)Nc1cc(C)ccn1	-8	-1	-3	-7	5	0	-1	2	0.3
O=S(=O)(c1ccc(-n2cnnn2)cc1)N1CCN(c2ccccc2F)CC1	9	5	-3	3	2	0	-3	9	0.5
COc1cc(NC(=O)c2ccc(COCC(F)(F)F)cc2)cc(OC)c1OC	14	4	-2	2	0	1	0	8	0.8
O=C(Cc1ccccc1)NNC1CC(=O)N(c2ccccc2)C1=O (stereo not given)	-14	3	-6	-2	1	2	-1	-2	-1.5
NC(=O)c1nsc(C(=O)N(CC(=O)NCc2ccccc2)c2cccc(F)c2)c1N	-10	1	-4	-1	1	0	-3	4	2.0
O=[N+]([O-])c1ccc(N(CCO)Cc2ccccc2)c([N+](=O)[O-])c1	5	-1	-4	-14	0	2	2	3	2.7
CC(C)(C)NC(=O)c1cccc(NC(=O)c2ccc3c(c2)C(=O)N(C(C)(C)C)C3=O)c1	9	4	-10	4	2	-1	1	-7	4.9
N#Cc1ccc(C2N=C(c3ccccc3)NO2)cc1 (stereo not given)	-17	-14	-6	-3	0	-3	1	0	-0.3
COC(=O)c1ccc(NC(=O)c2cc[n+]([O-])cc2)cc1	5	3	3	5	2	2	-3	6	0.9
CCOC(=O)C1(Cc2ccc(OC)cc2)CCN(C(=O)c2sc(C)nc2C)CC1	6	-3	-2	9	4	-1	-1	-10	4.7
O=C(CCc1nnc2ccc(NCc3ccco3)nn12)N1CCN(c2ccc(F)cc2)CC1	-4	6	-6	-3	5	0	4	-11	2.9
O=C(Cn1cc2c(n1)CCCC2)NCCCN1CCN(c2ccccc2F)CC1	-14	0	0	3	0	3	-5	2	0.3
CC(=O)N1CCOc2ccc(S(=O)(=O)Nc3ncccc3C)cc21	34	8	-1	1	2	-1	1	2	2.0
O=C(Nc1cccc2ccccc12)c1onc2c1CCCC2	-2	14	12	3	1	3	2	1	-1.0
O=C(CSc1nnc2c(n1)[nH]c1ccccc12)NCc1ccccc1F	10	2	-13	-1	2	0	23*	6	1.1
CC1Cc2ccccc2N1C(=O)CN1C(=O)NC2(CCCCC2)C1=O (stereo not given)	17	.	3	-4	2	.	0	-6	1.1
Clc1ccc(-c2ccc(CNCc3ccccn3)o2)cc1	20	7	4	-6	0	-1	7	3	2.4
COc1ccc(OCCCC(=O)N2CCN(S(=O)(=O)c3cccc(F)c3)CC2)cc1	10	2	2	5	0	1	-5	-4	0.8
COc1ccc(OCC(O)COc2ccc(C(=O)O)cc2)cc1 (stereo not given)	12	-1	1	-6	2	-1	-3	-7	-2.7
CCCc1cc(=O)oc2cc(OCc3ccc(C(=O)O)cc3)ccc12	-2	-10	1	-3	3	4	2	-3	0.3
Nc1n[nH]c2ccccc12	48	1	0	-1	6	0	-1	-2	1.0
C=CCC(C#Cc1ccc(C)cc1)N(CC)CC (stereo not given)	26	0	1	5	1	2	-3	-1	2.5
O=C(NN=C1CCN(Cc2ccccc2)CC1)c1ccccc1	-2	-2	19	4	0	0	-1	5	1.5
CC(=O)c1c(C)n(C)c2ccc(OC(=O)c3ccco3)cc12	15	-1	5	-4	0	-45	-2	5	0.1
Cc1ccccc1C(=O)N1CCN(c2ccc(NC(=O)c3ccco3)cc2Cl)CC1	12	2	2	13	0	-2	-2	3	4.2
COc1ccc(C(=O)Nc2cc(C)c(NC(=O)c3ccccc3OC)cn2)cc1	-9	5	0	-4	4	-4	1	15	2.1
COc1cc(NC(=O)c2ccc3c(SCC(=O)O)c4c(nc3c2)CCCC4)cc(OC)c1OC	25	6	6	-2	0	-1	-3	-6	-0.5
Cc1cc(OCC(=O)Nc2ccc(S(=O)(=O)NC3=NCCCCC3)cc2)c(C(C)C)cc1Cl	12	18	7	-2	2	2	7	0	5.2
COc1cc(OC)c(C2C(C#N)=C(N)Oc3cc(C)n(CCCN4CCOCC4)c(=O)c32)cc1OC (stereo not given)	-5	3	-2	3	37	-3	-3	7&3	-0.5
Nn1c(SC/C=C/c2ccccc2)nnc1-c1cccnc1	-1	-3	-2	3	0	-1	1	6	-1.0
Cc1ccc(CCNC(=O)C2CCN(S(=O)(=O)c3ccc4c(c3)CCC(=O)N4)CC2)cc1	29	1	9	0	1	-3	-5	1	-1.0
CC(=O)Nc1ccc2oc(C)nc2c1	14	-2	2	-3	0	-2	-3	10	1.2

Arranged by length of the SMILES (ascending): part of the list above
SMILES	VLA-4 inh	HCV core dimer	proCasp7 act	procasp3 activ	GRK2 aptamer HTS	CTSL1 counter	PP1 inh	JMJD2C inh	PP5 inh
Nc1n[nH]c2ccccc12	48	1	0	-1	6	0	-1	-2	1.0
CC(=O)Nc1ccc2oc(C)nc2c1	14	-2	2	-3	0	-2	-3	10	1.2
C=CCC(C#Cc1ccc(C)cc1)N(CC)CC (stereo not given)	26	0	1	5	1	2	-3	-1	2.5
O=C(NN=C1CCN(Cc2ccccc2)CC1)c1ccccc1	-2	-2	19	4	0	0	-1	5	1.5
COc1ccc(OCC(O)COc2ccc(C(=O)O)cc2)cc1 (stereo not given)	12	-1	1	-6	2	-1	-3	-7	-2.7
CC(=O)c1c(C)n(C)c2ccc(OC(=O)c3ccco3)cc12	15	-1	5	-4	0	-45	-2	5	0.1
CCCc1cc(=O)oc2cc(OCc3ccc(C(=O)O)cc3)ccc12	-2	-10	1	-3	3	4	2	-3	0.3
COc1ccc(C(=O)Nc2cc(C)c(NC(=O)c3ccccc3OC)cn2)cc1	-9	5	0	-4	4	-4	1	15	2.1
Cc1ccccc1C(=O)N1CCN(c2ccc(NC(=O)c3ccco3)cc2Cl)CC1	12	2	2	13	0	-2	-2	3	4.2
COc1ccc(OCCCC(=O)N2CCN(S(=O)(=O)c3cccc(F)c3)CC2)cc1	10	2	2	5	0	1	-5	-4	0.8
Cc1cc(OCC(=O)Nc2ccc(S(=O)(=O)NC3=NCCCCC3)cc2)c(C(C)C)cc1Cl	12	18	7	-2	2	2	7	0	5.2
COc1cc(OC)c(C2C(C#N)=C(N)Oc3cc(C)n(CCCN4CCOCC4)c(=O)c32)cc1OC (stereo not given)	-5	3	-2	3	37	-3	-3	7&3	-0.5
